Compound activity deposited in PubChem BioAssay by several laboratories.
PME-1 primary = PME-1 (human) inhibition. AID 2130. Q9Y570. recombinant PME-1, FP-Rh probe fluorescence polarization. 0.53% of 320,000 active. inhibition, % at 5.9 µM;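 active = inhibition above the campaign mean of all compounds plus 3 SD, cut at about 26% in these data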;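 note: competitive labeling of PME-1 active site by serine hydrolase directed probe; 0% = PME-1 with DMSO and 100% = wells lacking PME-1 enzyme; inhibitors block probe labeling so polarization falls and inhibition rises; many of its hits are not listed in these tables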
Target sequence (Q9Y570 whole entry, looked up): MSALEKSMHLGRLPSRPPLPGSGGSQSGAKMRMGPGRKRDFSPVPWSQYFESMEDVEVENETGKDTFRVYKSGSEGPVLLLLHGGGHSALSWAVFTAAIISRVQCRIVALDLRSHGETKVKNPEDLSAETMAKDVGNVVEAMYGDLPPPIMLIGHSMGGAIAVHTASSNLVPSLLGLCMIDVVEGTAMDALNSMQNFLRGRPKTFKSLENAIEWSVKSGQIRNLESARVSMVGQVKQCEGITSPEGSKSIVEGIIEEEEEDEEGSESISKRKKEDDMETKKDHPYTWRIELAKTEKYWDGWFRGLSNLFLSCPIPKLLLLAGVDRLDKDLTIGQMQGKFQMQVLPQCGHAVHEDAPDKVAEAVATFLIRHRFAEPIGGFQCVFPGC
GLD-1 RNA inh = GLD-1-TGE RNA interaction inhibition (C. elegans) | 0.44% of 320,000 active | AID 2280 | purified GLD-1 + fluorescein TGE RNA, fluorescence polarization | Q17339 | inhibition, % at 5.96 µM;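 active = percent inhibition above a per-plate cutoff, the plate mean of test compounds plus 3 SD, cut at about 30% in these data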;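 note: 0% = DMSO wells with GLD-1 and probe and 100% = wells lacking GLD-1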
GRK2 aptamer HTS = human GRK2 inhibition via aptamer displacement; bead flow cytometry, FAM-aptamer displacement from GRK2; inhibition of aptamer binding, % at 10 µM; AID 488847; 0.59% of 330,000 active;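 active = inhibition of aptamer binding above 40%, roughly 3 SD of noise, on plates passing a quality check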;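 note: median bead fluorescence of bound FAM aptamer so fluorescent compounds give negative values; no value below 0 was filed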
MEX-5 binding = C. elegans MEX-5 TCR-2 RNA binding activity | Q9XUB2 | MEX-5/FITC-TCR2 RNA binding, fluorescence polarization; active compounds read low | activity score (negative = inhibition of binding), % at 10 µM | 0.38% of 300,000 active | AID 1832;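 active = inhibition past about -25% in most replicates, and total fluorescence under double the plate's negative control median, limit read from the data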;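 note: 0% = DMSO and -100% = 5 µM competing unlabeled TCR2 RNA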
MCL1-BIM inh = MCL1-BIM-BH3 interaction inhibition (human) | AID 2057 | inhibition, % at 10.9 µM | GST-MCL1 / FITC-Bim-BH3 fluorescence polarization | 0.68% of 320,000 active | Q07820;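 active = inhibition above the mean inhibition of all tested compounds plus 3 SD, set per campaign, cut at about 40% in these data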;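 note: 0% = DMSO wells and 100% = unlabeled Bim-BH3 peptide control; higher means more loss of mP so more displacement of Bim peptide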
Target sequence (Q07820 whole entry, looked up): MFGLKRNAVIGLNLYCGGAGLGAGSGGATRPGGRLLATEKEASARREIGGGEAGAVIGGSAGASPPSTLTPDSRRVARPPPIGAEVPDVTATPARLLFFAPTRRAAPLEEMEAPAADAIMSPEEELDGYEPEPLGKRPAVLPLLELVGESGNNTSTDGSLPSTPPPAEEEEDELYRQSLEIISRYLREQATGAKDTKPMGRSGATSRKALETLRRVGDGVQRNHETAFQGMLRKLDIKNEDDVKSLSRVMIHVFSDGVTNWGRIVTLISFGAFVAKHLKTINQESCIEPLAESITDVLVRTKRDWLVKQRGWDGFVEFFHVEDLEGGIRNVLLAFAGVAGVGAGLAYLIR
Efflux pump inh = blocks antifungal efflux pumps in multiplex yeast assay; S. cerevisiae Candida pump triplex, Nile Red efflux; inhibition, % at 10 µM; 0.44% of 330,000 active; AID 485275;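 active = plate passing quality check with inhibition over a set limit, or well fluorescence over plate mean plus 4 SD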;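 note: Nile Red retained in pooled yeast measured as flow cytometry median fluorescence; 0% = buffer negative control and 100% = Enniatin B positive control; higher means more Nile Red kept so more efflux inhibition; some compounds called inactive have numbers as strong as hits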
Fam108B inh = counter-screen for RBBP9 inhibitors: inhibitors of mouse Fam108B. recombinant Fam108B, FP-Rh probe fluorescence polarization. inhibition, % at 9.51 µM. 0.33% of 300,000 active. AID 1947;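 active = inhibition above the screen mean inhibition plus 3 SD, computed separately per campaign, cut at about 18% in these data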;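 note: inhibitors lower polarization as less probe binds the enzyme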
BCLXL inh = blocks human Bcl-xL binding to Bim BH3 peptide | Q07817 | GST-Bcl-xL / FITC-Bim BH3 peptide fluorescence polarization | inhibition, % at 10.9 µM | 0.7% of 320,000 active | AID 2129;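 active = inhibition above the mean of all tested compounds plus 3 SD, cutoff set per campaign, cut at about 30% in these data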;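 note: 0% = DMSO wells and 100% = unlabeled Bim-BH3 peptide competitor; inhibitors lower millipolarization by displacing the labeled peptide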
Target sequence (Q07817 whole entry, looked up): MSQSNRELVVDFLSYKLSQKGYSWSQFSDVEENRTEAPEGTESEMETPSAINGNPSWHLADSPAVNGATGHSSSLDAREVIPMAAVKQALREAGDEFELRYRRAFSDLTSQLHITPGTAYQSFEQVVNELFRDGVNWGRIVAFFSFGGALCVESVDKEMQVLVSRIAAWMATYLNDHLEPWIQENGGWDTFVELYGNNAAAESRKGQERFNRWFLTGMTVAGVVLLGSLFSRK
VLA-4 inh = inhibition in a human VLA-4 binding assay; VLA-4 expressing cells, ligand binding flow cytometry; inhibition, % (about 7 µM as worked out from the volumes in the protocol); 0.2% of 330,000 active; AID 2557; in the data active = inhibition above about 50%
* hit, by the source's call; · = not tested or not shown.

The opening 5 compounds, to show the layout:
Compound	PME-1 primary	GLD-1 RNA inh	GRK2 aptamer HTS	MEX-5 binding	MCL1-BIM inh	Efflux pump inh	Fam108B inh	BCLXL inh	VLA-4 inh
O=C(Nc1ccc(Cl)cc1)OCc1cn(-c2ccc(Cl)cc2)nn1	-19	5	0	-0.2	-3	0.0	-9	0	9
Cc1ccnc(NS(=O)(=O)c2ccc(NC(=O)Cc3ccccc3)cc2)n1	-6	2	0	-1.1	-1	0.0	-2	3	5
CN1N=C(C(C)(C)C)CSC1=Nc1ccc(F)cc1	-3	5	0	-1.3	4	-0.1	1	7	3
CCCS(=O)(=O)c1nc(S(=O)(=O)c2ccc(Cl)cc2)c(N2CCC(O)CC2)s1	0	-2	0	1.9	9	0.1	0	5	-1
CC(C)CC(=O)Nc1ccc(C(=O)CN2CCC(C)CC2)cc1	0	4	0	-3.6	1	0.0	0	6	8

The list itself, from the first entry:
Compound	PME-1 primary	GLD-1 RNA inh	GRK2 aptamer HTS	MEX-5 binding	MCL1-BIM inh	Efflux pump inh	Fam108B inh	BCLXL inh	VLA-4 inh
O=C(Nc1ccc(Cl)cc1)OCc1cn(-c2ccc(Cl)cc2)nn1	-19	5	0	-0.2	-3	0.0	-9	0	9
Cc1ccnc(NS(=O)(=O)c2ccc(NC(=O)Cc3ccccc3)cc2)n1	-6	2	0	-1.1	-1	0.0	-2	3	5
CN1N=C(C(C)(C)C)CSC1=Nc1ccc(F)cc1	-3	5	0	-1.3	4	-0.1	1	7	3
CCCS(=O)(=O)c1nc(S(=O)(=O)c2ccc(Cl)cc2)c(N2CCC(O)CC2)s1	0	-2	0	1.9	9	0.1	0	5	-1
CC(C)CC(=O)Nc1ccc(C(=O)CN2CCC(C)CC2)cc1	0	4	0	-3.6	1	0.0	0	6	8
Fc1cccc(Cl)c1CSc1nnc2ccccn12	3	4	0	-2.4	-9	0.1	0	0	12
CNC[C@H](Cc1cccc2ccccc12)NC[C@H](CCSC)NCC1CCC(C(C)(C)C)CC1 (stereo partly drawn)	·	-1	0	·	·	-0.2	·	·	36
CC(=O)c1cn(-c2ccc(Cl)cc2)c(=O)n(Cc2ccc(Br)cc2)c1=O	-8	-1	2	-1.0	0	0.2	3	3	-1
CCOc1ccc(C(CC(=O)O)NC(=O)Cc2ccccc2)cc1OC (stereo not drawn)	·	·	1	-1.0	·	0.0	·	·	24
Fc1ccccc1CN1CCCC(NC2CCC2)C1 (stereo not drawn)	-4	5	1	1.7	6	-0.1	-3	5	-5
COc1ccccc1-c1cc(N)n(S(=O)(=O)c2ccc(F)c(C)c2)n1	-1	9	1	3.2	-13	0.7	2	-8	9
Cc1ccc(-c2nnn(CC(=O)N(CC(=O)NC3CCCC3)c3ccc(F)c(Cl)c3)n2)o1	-8	-2	0	0.3	6	0.0	-3	8	7
Cc1[nH][nH]c(=O)c1N=Nc1ccccc1	0	1	2	-2.5	-4	0.1	0	6	31
Cc1cc(C)n(C(N)=NC(=O)c2ccc([N+](=O)[O-])cc2)n1	-4	-43	0	-4.3	-19	0.3	-25	-6	4
COc1ccc(S(=O)(=O)N2CCSCC2)cc1	-7	8	2	-1.0	-4	-0.1	-2	4	-8
Cc1ccc(NC(=O)c2ccccc2SCC(=O)N2CCCC2)cc1S(=O)(=O)N(C)C	-4	1	0	2.4	-1	-1.8	2	-6	11
COC(=O)CN1C(=O)CSc2ncccc21	-4	5	2	-1.4	11	0.2	3	10	22
COc1ccc([N+](=O)[O-])cc1NC(=O)C(C)OC(=O)Cc1ccc(OC)c(OC)c1 (stereo not drawn)	·	0	0	·	·	-0.4	·	·	18
COc1cc(C(=S)N2CCCC2)ccc1O	-2	2	0	0.0	10	0.1	-2	3	15
O=C(Nc1ccc(F)cc1F)NC1CCCc2ccccc21 (stereo not drawn)	-1	-3	0	-0.4	7	0.2	2	3	1
CC(C)CNc1nc(Oc2ccc(=O)n(C)n2)nc(N2CCOCC2)n1	5	-4	0	·	-4	0.2	-5	-1	4
CCOC(=O)c1c(C(C)(C)C)oc2ccc(O)cc12	-7	9	2	·	-7	-0.1	-5	2	7
Cc1c(C(=O)N(CCC#N)c2ccccc2)sc2nc3n(c(=O)c12)CCCC3	2	5	0	-2.5	6	-0.1	0	9	0
CCCN1C(=O)/C(=C/c2ccc(C)s2)SC1=Nc1ccc(OC)cc1	-2	-2	0	-10	-12	0.0	-6	-2	-3
COc1ccc(Cl)cc1S(=O)(=O)NC(C)C(=O)NCc1cccnc1 (stereo not drawn)	-6	11	0	-0.9	-5	0.5	-1	-2	4
CC(C)c1nnc2n1N=C(c1ccc(Cl)cc1)CS2	·	·	0	-2.6	·	0.1	·	·	-5
O=C(NCCc1csc(-c2ccc(C(F)(F)F)cc2)n1)c1cccs1	-1	9	0	-1.6	-1	0.0	-1	2	15
Cc1ccc(-n2nnnc2SCC(=O)c2cc(C)n(-c3cc(C)on3)c2C)cc1	-1	4	0	-0.3	-4	-0.1	2	-4	9
O=C(Nc1ccc(-c2nc3ncccc3o2)cc1)c1ccc([N+](=O)[O-])o1	5	3	0	-2.8	4	0.2	5	5	1
Cc1ccc(C(=O)OCC(=O)Nc2c(C)n(C)n(-c3ccccc3)c2=O)cc1[N+](=O)[O-]	0	-9	0	1.9	-2	0.0	1	1	11

(cont.)
Compound	PME-1 primary	GLD-1 RNA inh	GRK2 aptamer HTS	MEX-5 binding	MCL1-BIM inh	Efflux pump inh	Fam108B inh	BCLXL inh	VLA-4 inh
Cc1nnsc1C(=O)NC1CCCc2c1cnn2-c1ccc(C(C)(C)C)cc1 (stereo not drawn)	2	3	0	-3.4	1	-0.1	-3	-1	-2
Cc1ccc(C(=O)NCc2ccc3c(c2)OCO3)cc1Cl	3	3	4	-6.0	10	0.2	4	4	2
Cn1c(=O)cc(OCCCC(=O)N2CCN(Cc3ccc4c(c3)OCO4)CC2)c2ccccc21	4	-1	3	-1.3	3	0.1	1	1	2
CC(=O)Nc1ccc(N/C=C/C(=O)c2ccccc2)cc1	5	-1	0	-1.2	-10	-0.1	4	-1	11
Cc1cc(C)cc(NS(=O)(=O)c2c(C(=O)N3CCCCCC3)c(C)n(C)c2C)c1	-2	1	2	-1.2	-1	0.1	1	3	14
Cc1cc(C)nc(NC(=O)c2ccc(Cl)c(Cl)c2)n1	3	8	1	0.1	0	0.1	2	8	13
CC(=O)NC(=S)Nc1ccc([N+](=O)[O-])cc1C	0	4	0	-0.7	0	-0.1	6	-1	-9
COc1cccc(CNc2ccc3c(c2)nc(C)n3C)c1OC	3	3	1	-4.5	23	-0.1	2	10	6
CC(C)CNC(=O)CCCSc1nc2ccccc2[nH]1	-8	4	0	0.4	1	-0.1	2	7	12
COc1ccc(NC(=O)Cn2c(=O)n(CC(=O)NCc3ccco3)c(=O)c3ccccc32)cc1OC	-1	3	0	-1.0	2	0.0	1	9	17
Cc1ccc(S(=O)(=O)NCC(=O)OC(C)C(=O)Nc2ncc(Cl)cc2Cl)cc1 (stereo not drawn)	-3	3	0	0.9	-1	-0.1	0	-2	25
O=C(COC(=O)c1c[nH]c(=O)[nH]c1=O)Nc1ccccc1	2	2	1	-0.2	6	0.1	3	8	3
CCCNC(=O)Cc1c(C)oc2ccccc12	0	0	2	1.3	8	0.2	-1	-1	13
O=C(O)c1ccc2c(=O)n(-c3ccccc3)c(=S)[nH]c2c1	-10	-2	0	2.8	-6	-0.2	1	3	2
Cc1ccc(S(=O)(=O)C(C#N)c2nc3ccccc3nc2N2CCN(C)CC2)cc1 (stereo not drawn)	-3	5	2	-0.2	9	0.1	8	8	5
CC(C)(C)C1=CC(=Nc2ccccc2N)C=C(C(C)(C)C)C1=O	0	6	4	-2.3	3	-0.1	4	6	-8
CC(=O)Nc1cccc(OC(=O)N2CCOCC2)c1	0	-2	4	0.9	-7	0.0	0	-2	4
CCN(CC(=O)Nc1ccc(OC)cc1)C(=O)c1ccc([N+](=O)[O-])cc1	3	0	2	-1.8	-1	0.2	0	2	-6
CCCCSc1nnc(CCNC(=O)OC(C)(C)C)o1	0	1	0	-1.4	2	0.0	4	2	0
COc1ccc(C2CC(c3ccccc3)=NN2S(=O)(=O)c2ccc(C)cc2)c(OC)c1 (stereo not drawn)	0	3	0	-5.2	11	-0.1	-5	3	0
CC(=O)CC(C)(C)Nc1nc2ccc([N+](=O)[O-])cc2o1	-9	2	0	-2.3	2	-0.2	-4	2	-9
CCOc1ccc(NC(=S)N2CCN(CCN3C(=O)c4cccc5cccc(c45)C3=O)CC2)cc1	0	11	0	0.3	11	-0.1	4	8	35
CCOC(=O)[C@H]1[C@H]2COc3cc(OC)ccc3[C@@H]2N2C(=O)CN(Cc3ccco3)C(=O)[C@@]12C	-3	6	0	·	-1	-0.3	·	2	1
COc1ccc2oc(CS(=O)c3ccccc3)c(C(=O)O)c2c1 (stereo not drawn)	-4	2	5	3.6	0	0.1	-4	4	5
Cc1ccc(S(=O)(=O)NCCC(=O)N2CCN(C/C=C/c3ccccc3)CC2)cc1	3	-1	1	·	3	0.4	·	1	-2
CCN(CC)CCNc1ncnc2c1[nH]c1ccc(OC)cc12	1	-4	0	-0.2	0	-0.1	-1	3	2
O=C(O)c1ccc(C(=O)O)c(C(=O)c2ccc(NC(=O)c3ccccc3)cc2)c1	-4	-7	0	2.0	7	-0.1	-4	3	4

Entries of single compounds, quoted from the list.
Results for `CCCNC(=O)Cc1c(C)oc2ccccc12` → PME-1 primary: 0; GLD-1 RNA inh: 0; GRK2 aptamer HTS: 2; MEX-5 binding: 1.3; MCL1-BIM inh: 8; Efflux pump inh: 0.2; Fam108B inh: -1; BCLXL inh: -1; VLA-4 inh: 13
Results for `CCN(CC)CCNc1ncnc2c1[nH]c1ccc(OC)cc12` → PME-1 primary: 1; GLD-1 RNA inh: -4; GRK2 aptamer HTS: 0; MEX-5 binding: -0.2; MCL1-BIM inh: 0; Efflux pump inh: -0.1; Fam108B inh: -1; BCLXL inh: 3; VLA-4 inh: 2

A portion of the library, so the mix of outcomes need not match the whole.
